Assay outcomes (PubChem)
hcGAS lum – inhibitors of human cGAS; Q8N884; recombinant h-cGAS, ATP depletion, Kinase-Glo luminescence; inhibition, % at 12.5 µM; actives 0.081% (n = 290,000); AID 1259398;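 further: 0% = vehicle reaction and 100% = reaction without DNA for no activity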
Target sequence (Q8N884 whole entry, looked up): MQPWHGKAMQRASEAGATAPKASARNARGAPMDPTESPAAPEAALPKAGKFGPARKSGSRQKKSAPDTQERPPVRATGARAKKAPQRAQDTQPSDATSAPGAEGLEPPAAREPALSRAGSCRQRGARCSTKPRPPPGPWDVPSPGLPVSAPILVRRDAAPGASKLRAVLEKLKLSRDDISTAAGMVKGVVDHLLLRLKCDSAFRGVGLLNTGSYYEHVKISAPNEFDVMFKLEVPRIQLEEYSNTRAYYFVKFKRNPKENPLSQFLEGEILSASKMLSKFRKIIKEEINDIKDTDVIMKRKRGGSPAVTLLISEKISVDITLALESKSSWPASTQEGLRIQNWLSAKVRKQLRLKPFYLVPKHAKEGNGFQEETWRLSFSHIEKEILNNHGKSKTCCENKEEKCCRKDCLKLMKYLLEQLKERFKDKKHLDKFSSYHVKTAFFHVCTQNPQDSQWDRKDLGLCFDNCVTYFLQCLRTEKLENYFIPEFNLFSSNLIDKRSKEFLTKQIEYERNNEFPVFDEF
NPYLR7 ag – activates Aedes aegypti NPYLR7 receptor; actives 0.15% (n = 270,000); activation, % at 10 µM; HEK293T NPYLR7/Galpha15, GCaMP6s calcium fluorescence; in the data active means activation above about 40%;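 further: 0% = vehicle and 100% = reference agonist at the receptor; some compounds past the cut are filed as inactive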
mcGAS lum – inhibitors of mouse cGAS; recombinant cGAS, Kinase-Glo ATP depletion luminescence; inhibition, % at 12.5 µM; actives 0.15% (n = 160,000);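 further: 0% = negative control wells and 100% = reference inhibitor with no enzyme activity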
Starred values were filed as active, the others as inactive; & = joins results of further samples. Unless noted, no stated cut-off is given here; in the data, active means inhibition above about 40%; inactive means the rest.

Results for Cc1ccc(NC(=O)N(CC(=O)N(Cc2ccccc2)Cc2sccc2C)C2CCCCC2)cc1Cl ?
hcGAS lum: -3; mcGAS lum: -5

What do the screens show for `CN1CCC2(CC1)CN(C(=O)c1ccc3[nH]ccc3c1)CCN2C`?
hcGAS lum: 4; NPYLR7 ag: 2

What do the screens show for `Cc1nn(-c2ccccc2)c2nc(Cc3ccccc3)nc(N3CCN(C(=O)c4ccc5c(c4)OCO5)CC3)c12`?
hcGAS lum: -4; NPYLR7 ag: 8; mcGAS lum: -6

Results for CSCCC(=O)N1CCN(c2nc3nccc(-c4ccc(C(C)(C)C)cc4)n3n2)CC1 ?
hcGAS lum: -9; NPYLR7 ag: -2; mcGAS lum: -11

How did COc1cccc(/C=C(\C#N)c2nn(CCO)c(N)c2C#N)c1OC do in these assays?
hcGAS lum: -3; NPYLR7 ag: 3

How did Oc1ccc(O)cc1 do in these assays?
hcGAS lum: -3&-7; NPYLR7 ag: -9&-3; mcGAS lum: -5

What do the screens show for `CN1C(=O)CC(C(=O)OCc2cc(Cl)ccn2)C1c1ccccc1` (centres undefined)?
hcGAS lum: -3; NPYLR7 ag: 11

How did Cc1ccccc1-n1c(SCC(=O)N2CCC(C)CC2)nnc1-c1ccncc1 do in these assays?
hcGAS lum: -6; mcGAS lum: 3

How did NC(=O)c1ccc(N2CCCC2)c(NC(=O)/C=C/c2ccco2)c1 do in these assays?
hcGAS lum: 6; NPYLR7 ag: -2

How did CCN(CC)C(=O)CN1CCCN(c2ncnc3sc4c(c23)CCC(C)C4)CC1 (centres undefined) do in these assays?
hcGAS lum: -10; NPYLR7 ag: 8

How did Cc1cc(C(=O)Nc2cccc(NC3CCCC3)c2)nn1C do in these assays?
hcGAS lum: -8; NPYLR7 ag: 8

Results for CCc1nc2ccc(C(=O)NCc3ccc4c(c3)OCO4)cn2c1N(CC)Cc1cccc(Br)c1 ?
hcGAS lum: -5; NPYLR7 ag: 19; mcGAS lum: -5

How did O=C1/C(=C/c2ccc(Cl)cc2)C=C(c2ccccc2)N1c1cccc(Br)c1 do in these assays?
hcGAS lum: -5; NPYLR7 ag: -2; mcGAS lum: -6

What do the screens show for `O=C(c1cc2ccccc2s1)N1CCC(c2cn(Cc3ccc(C(F)(F)F)cc3)c3ccccc23)CC1`?
hcGAS lum: -3; NPYLR7 ag: 25; mcGAS lum: -6

What do the screens show for `C=CCN(Cc1nc(C)cs1)S(=O)(=O)c1ccc(OC)cc1`?
hcGAS lum: -8; NPYLR7 ag: 0

Results for O=S(=O)(Nc1ccc(F)cc1)c1cc(Br)ccc1Br ?
hcGAS lum: -2; NPYLR7 ag: 0; mcGAS lum: -4

What do the screens show for `COc1ccccc1NC(=O)C1=C(C)N(C)C(=S)NC1c1cccs1` (centres undefined)?
hcGAS lum: -7; NPYLR7 ag: 5

Results for CCCC(NC(=O)C1CCOCC1)c1ccccc1 (centres undefined) ?
hcGAS lum: 0; NPYLR7 ag: 0

Results for Cc1cnc(CNC(=O)CC23CC4CC(CC(C4)C2)C3)cn1 ?
hcGAS lum: -8; NPYLR7 ag: 5

Results for CC(=O)N1CCCCC1C1=CCCN(CCOc2ccc(F)cc2)C1 (centres undefined) ?
hcGAS lum: -11; NPYLR7 ag: 0

How did CCc1cccc2c(C(CC(=O)NCCc3ccc(OC)c(OC)c3)c3cccc(OC)c3)c[nH]c12 (centres undefined) do in these assays?
hcGAS lum: -1; mcGAS lum: 1

What do the screens show for `Cc1cc(C(=O)Nc2nc(-c3ccc(F)c(F)c3)c(C)s2)no1`?
hcGAS lum: -6; NPYLR7 ag: -8

What do the screens show for `COCCN(Cc1cccc(OC)c1OC)CC(O)Cc1ccccc1` (centres undefined)?
hcGAS lum: -5; NPYLR7 ag: 11; mcGAS lum: -6

Results for COc1cc(-c2cccs2)cc2c1OCCN(C(=O)[C@@H](N)Cc1cnc[nH]1)C2 ?
hcGAS lum: -2; NPYLR7 ag: 1

Looked up by compound from the list above, three records:
What do the screens show for `COCCN(Cc1cccc(OC)c1OC)CC(O)Cc1ccccc1` (centres undefined)?
hcGAS lum: -5; NPYLR7 ag: 11; mcGAS lum: -6

What do the screens show for `Cc1nn(-c2ccccc2)c2nc(Cc3ccccc3)nc(N3CCN(C(=O)c4ccc5c(c4)OCO5)CC3)c12`?
hcGAS lum: -4; NPYLR7 ag: 8; mcGAS lum: -6

Results for CSCCC(=O)N1CCN(c2nc3nccc(-c4ccc(C(C)(C)C)cc4)n3n2)CC1 ?
hcGAS lum: -9; NPYLR7 ag: -2; mcGAS lum: -11

Following part
Results for CCOc1ccc(-c2nc(COC(=O)c3nnn(-c4ccc(Cl)cc4)c3C)c(C)o2)cc1OC ?
hcGAS lum: -7; NPYLR7 ag: 3; mcGAS lum: -8

What do the screens show for `COCCNC(=O)C1(C)CCN(Cc2cccc(Oc3ccccc3)c2)C1` (centres undefined)?
hcGAS lum: 2; NPYLR7 ag: -10; mcGAS lum: -3

How did Cn1c(=O)[nH]c(=O)c2c1nc(Cl)n2CC(N)=O do in these assays?
hcGAS lum: 4; NPYLR7 ag: 12

What do the screens show for `Cc1cc(C)c2[nH]c(C)c(CC(=O)NCCc3cc(=O)[nH]cn3)c2c1`?
hcGAS lum: -3; NPYLR7 ag: 0

What do the screens show for `COCCn1ccnc1-c1c(-c2ccccc2)ncn1CCC1CCCCN1` (centres undefined)?
hcGAS lum: -7; NPYLR7 ag: 0

How did CCc1nc2ccc(C(=O)NCCN3CCOCC3)cn2c1N(CC)C(C)=O do in these assays?
hcGAS lum: -7; NPYLR7 ag: -2; mcGAS lum: -1

How did COc1ccc(-c2nnc3ccc(SCC(=O)Nc4ccc(C)c(Cl)c4)nn23)cc1OC do in these assays?
hcGAS lum: -5; NPYLR7 ag: 14; mcGAS lum: -7

How did CCOCCn1c(=O)c2c(nc3n2CCCN3CCc2ccccc2)n(C)c1=O do in these assays?
hcGAS lum: -10; mcGAS lum: -9

How did COc1ccc(CC2CN(Cc3ccsc3)CCO2)cc1 (centres undefined) do in these assays?
hcGAS lum: -3; NPYLR7 ag: 14

Results for CC1CCCCN1C(=O)c1cc2cc([N+](=O)[O-])ccc2s1 (centres undefined) ?
hcGAS lum: -2; NPYLR7 ag: -6

Results for CN(Cc1cnc2ccccc2c1)C(=O)CCCS(N)(=O)=O ?
hcGAS lum: 0; NPYLR7 ag: 0

Results for CCc1cccc(NC(=O)NCC(C)C(=O)OC)c1 (centres undefined) ?
hcGAS lum: -9; NPYLR7 ag: 10

Results for Cc1ccc(Nc2ncnc3c2nnn3C)cc1 ?
hcGAS lum: -5; NPYLR7 ag: 9

How did COc1ccc(-n2nnc(C(=O)OCc3cc(C)ccc3C)c2C)cc1 do in these assays?
hcGAS lum: -5; NPYLR7 ag: 32; mcGAS lum: -8

Results for Fc1ccccc1CN1CCOC(CN2CCOCC2)C1 (centres undefined) ?
hcGAS lum: 11; NPYLR7 ag: -5

What do the screens show for `CC(C)=CCCC1=CC[C@H](C(=O)O)[C@H](C(=O)O)C1`?
hcGAS lum: -4; NPYLR7 ag: 2; mcGAS lum: -5

What do the screens show for `CC(C)c1ccc(CN2CCC2(C)C(=O)Nc2cccc(NS(C)(=O)=O)c2)cc1` (centres undefined)?
hcGAS lum: -3; NPYLR7 ag: 4

What do the screens show for `CSCCNC(=O)c1coc(COc2cccc(C(F)(F)F)c2)n1`?
hcGAS lum: -5; NPYLR7 ag: 5

What do the screens show for `O=C(Cn1c(-c2ccoc2)nc(-c2ccccc2)c1-c1ccccc1)N1CCC[C@H]1CO`?
hcGAS lum: -4; NPYLR7 ag: 9

How did O=C(NCCCOCC1CC1)Nc1ccc(Br)cc1F do in these assays?
hcGAS lum: -9; NPYLR7 ag: 5

What do the screens show for `CC(=O)Nc1ccc(Cl)c(C(=O)NC(C)C(=O)Nc2ccc(F)cc2C)c1` (centres undefined)?
hcGAS lum: -8; NPYLR7 ag: 20; mcGAS lum: -9

How did CCNc1cc(C)nc(N2CCN(C(=O)c3ccc(I)cc3)CC2)n1 do in these assays?
hcGAS lum: -5; NPYLR7 ag: 2

Results for C=C(C)COc1ccc(CN2CCCN(C)C3(CCN(C)CC3)C2)cc1 ?
hcGAS lum: -4; mcGAS lum: -7

How did CCN1CCC(C(=O)NC(c2ccc(Cl)cc2)c2cccnc2)CC1 (centres undefined) do in these assays?
hcGAS lum: -5; NPYLR7 ag: 6; mcGAS lum: -3

What do the screens show for `CN(C(=O)CCc1cccc(F)c1)c1ccccc1S(C)(=O)=O`?
hcGAS lum: -3; NPYLR7 ag: 5

Results for O=C(Cc1ccc(-c2ccccc2)cc1)Oc1coc(CSc2ncccn2)cc1=O ?
hcGAS lum: 4; NPYLR7 ag: -7; mcGAS lum: 31

What do the screens show for `CCOc1ccc(-c2nc(C(N)=O)c3[nH]c(=O)n(-c4ccccc4OCC)c3n2)cc1OC`?
hcGAS lum: -10; NPYLR7 ag: 19

How did CCOC(=O)Cc1c(C)nc2ncnn2c1N1CCN(C(=O)Cc2cc(OC)ccc2OC)CC1 do in these assays?
hcGAS lum: 0; NPYLR7 ag: 23; mcGAS lum: -4

What do the screens show for `CCOC(=O)CSc1nnc(-c2cccc(C)c2[N+](=O)[O-])n1-c1ccccc1`?
hcGAS lum: -4; NPYLR7 ag: 8; mcGAS lum: -5

What do the screens show for `CC(C)CCOP(=O)(c1ccc(N(C)C)cc1)C(O)c1ccccc1F` (centres undefined)?
hcGAS lum: -8; NPYLR7 ag: -1

Results for CCOC(=O)CN(CC1CC1)[C@@H]1C[C@@H]2CO[C@H](c3ccccc3)C[C@@H]2C1 ?
hcGAS lum: -3; NPYLR7 ag: 11; mcGAS lum: -6

How did O=C(CSc1ccc(NC(=O)c2cccc(F)c2)nn1)NCCc1ccccc1 do in these assays?
hcGAS lum: 4; NPYLR7 ag: 0

How did Oc1ccc([S+]2CCCCCC2)cc1 do in these assays?
hcGAS lum: 1; NPYLR7 ag: -7

Results for Cc1cc(C)[n+](-c2ccc(F)cc2)c2[nH]c(=O)[nH]c(=O)c12 ?
hcGAS lum: -9&-7; NPYLR7 ag: 4&0; mcGAS lum: -5

How did O=C(Cn1nnnc1CN1CCCC1)NCC(F)(F)F do in these assays?
hcGAS lum: -8; NPYLR7 ag: -6; mcGAS lum: -5

What do the screens show for `CC(C)Cc1cc(C(=O)N2N=C(C(F)F)CC2(O)C(F)F)c2ccccc2n1` (centres undefined)?
hcGAS lum: 3; NPYLR7 ag: 2

Results for Cc1nc2scc(-c3cccs3)c2c(=O)n1CC(=O)Nc1ccccc1 ?
hcGAS lum: -5; NPYLR7 ag: 6; mcGAS lum: -17

How did N#Cc1ccc(C(F)(F)F)nc1SCC(N)=O do in these assays?
hcGAS lum: -1&-9; NPYLR7 ag: 4&1; mcGAS lum: -8

Results for Cc1cc(N2CCN(Cc3ccccc3)CC2)nc(SCc2cccc(C(=O)NCCc3ccccn3)c2)n1 ?
hcGAS lum: -2; NPYLR7 ag: 11; mcGAS lum: -5

Results for CCCc1cc(=O)n(CC(=O)N2CCCc3ccccc32)c(-n2nc(C)cc2C)n1 ?
hcGAS lum: 1; NPYLR7 ag: -2; mcGAS lum: 0

Results for COC(=O)c1c(OC2CCCC2)cc(=O)n2c1CCN(C(=O)C1CCOC1)CC2 (centres undefined) ?
hcGAS lum: -8; NPYLR7 ag: 15

How did O=C(Nc1nc(CCC(=O)N2CCCCCC2)cs1)NC1CCCCC1 do in these assays?
hcGAS lum: 2; NPYLR7 ag: 5

How did Cc1ccc(Oc2ccccc2NC(=O)c2ccn(C)c(=O)c2)cc1 do in these assays?
hcGAS lum: -4; NPYLR7 ag: 4

How did Cc1noc(C)c1CNC(=O)CCn1c(=O)[nH]c2ccccc21 do in these assays?
hcGAS lum: -5; NPYLR7 ag: 3; mcGAS lum: -18

How did Cc1ccc(-c2nc(Nc3ccc(F)cc3)c3ccc(Cl)cc3n2)cc1 do in these assays?
hcGAS lum: -3; NPYLR7 ag: 12; mcGAS lum: -3

How did COc1ccc(-n2c(=O)[nH]c3c(C(N)=O)nc(-c4ccc(F)c(F)c4)nc32)cc1OC do in these assays?
hcGAS lum: -4; NPYLR7 ag: -7; mcGAS lum: -7

What do the screens show for `CCOC(=O)C1(Cc2cccc(Cl)c2)CCCN(C(=O)Cc2cnc3ncnn3c2)C1` (centres undefined)?
hcGAS lum: -2; NPYLR7 ag: -5; mcGAS lum: 0

How did CC(C)NC(=O)C1(C)CCN1C/C=C/c1ccccc1 (centres undefined) do in these assays?
hcGAS lum: 1; NPYLR7 ag: 1

How did CS(=O)(=O)NCC(=O)NC1CC(=O)N(Cc2cccc3ccccc23)C1 (centres undefined) do in these assays?
hcGAS lum: -11; NPYLR7 ag: 4

Results for COc1cccc(C(=O)N2C(C(=O)NC3CC3)COC23CCC(C)CC3)c1 (centres undefined) ?
hcGAS lum: -8; NPYLR7 ag: 21; mcGAS lum: -5

Results for O=C(CCSc1nc2ccccc2n1S(=O)(=O)c1ccccc1)N1CCCCC1 ?
hcGAS lum: 8; NPYLR7 ag: 11

How did O[C@H]1CN(Cc2ccccc2-c2ccco2)C[C@@H]1N1CCN(c2ccccn2)CC1 do in these assays?
hcGAS lum: 2; NPYLR7 ag: 3

Already shown: 4 of the compounds above.
How did COc1ccc(-n2c(=O)[nH]c3c(C(N)=O)nc(-c4ccc(F)c(F)c4)nc32)cc1OC do in these assays?
hcGAS lum: -4; NPYLR7 ag: -7; mcGAS lum: -7

What do the screens show for `CCOC(=O)C1(Cc2cccc(Cl)c2)CCCN(C(=O)Cc2cnc3ncnn3c2)C1` (centres undefined)?
hcGAS lum: -2; NPYLR7 ag: -5; mcGAS lum: 0

How did CC(C)NC(=O)C1(C)CCN1C/C=C/c1ccccc1 (centres undefined) do in these assays?
hcGAS lum: 1; NPYLR7 ag: 1

How did CS(=O)(=O)NCC(=O)NC1CC(=O)N(Cc2cccc3ccccc23)C1 (centres undefined) do in these assays?
hcGAS lum: -11; NPYLR7 ag: 4

Compounds as they come; overall some 0.27% were active at least once.
